Assay outcomes (PubChem BioAssay)
Scp1 inh – blocks human Scp-1 phosphatase activity; Q9GZU7; Recombinant Scp1, phosphopeptide, malachite green phosphate absorbance; inhibition, % at 20 µM; 340,000 tested, 0.88% active; AID 493091;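 active means inhibition above about 50% at 20 µM, limit read from the data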;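 further: plate controls were DMSO wells with enzyme for no effect and wells lacking enzyme for full effect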
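Material – SCP-1 phosphatase catalytic domain, residues 76-261 · Buffer or medium – Acidic Tris acetate buffer with magnesium and detergent · Also added – Phospho 17-mer peptide substrate · Compound – single 20 µM dose, 1% DMSO · Times – 45 min room-temperature reaction, 5 min colour, 30 min stabiliser · Technique – Phosphate-binding colour reagent, absorbance read at 630 nm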
TbMetRS inhib – Trypanosoma brucei MetRS inhibition. purified T. brucei MetRS, ATP depletion, Kinase-Glo luminescence. AID 624268. inhibition, % at 11.9 µM. 360,000 tested, 0.4% active;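 active means inhibition above a per-plate cutoff of the control wells' mean inhibition plus 3 SD, cut at about 5.5% in these data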;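 further: 0% = DMSO wells median and 100% = median of wells with control inhibitor compound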
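Measured by: Kinase-Glo luciferase luminescence reporting remaining unconsumed ATP. Material: purified T. brucei MetRS enzyme. Doses: 11.9 µM compound single dose, 0.9% DMSO. Medium: HEPES buffer containing pyrophosphatase, BSA, spermine, DTT. Times: 15 min preincubation, 2 h reaction, all 25 °C. Reagent: methionine, ATP and bulk E. coli tRNA.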
DNMT1 block – inhibitors of human DNMT1 | DNMT1 molecular beacon, Hinp1I cleavage, fluorescence | inhibition (reported as % activation of signal), % at 10 µM | P26358 | AID 588458 | 360,000 tested, 0.83% active; in the data active means inhibition above about 50%
SUMO1-SIM PPI – alters human SUMO1 binding to SIM partners; 360,000 tested, 0.33% active; SUMO1 binding to a labelled peptide, TR-FRET, 1 h; AID 602429; P63165; inhibition, % at 20 µM; in the data active means inhibition above about 37%
Target sequence (P63165 whole entry, looked up): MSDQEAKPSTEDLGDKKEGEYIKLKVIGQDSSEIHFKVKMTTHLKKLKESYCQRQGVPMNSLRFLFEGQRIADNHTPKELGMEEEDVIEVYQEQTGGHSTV
STEP block – inhibitors of human striatal-enriched phosphatase STEP; P54829; recombinant STEP, OMFP fluorogenic substrate, fluorescence; inhibition, % at 20 µM; 360,000 tested, 0.25% active;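 active means inhibition at 20 µM, scaled per plate between control wells, above about 37%, limit read from the data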;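 further: 0% = DMSO with enzyme and substrate and 100% = substrate only without enzyme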
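Also added – OMFP at 25 µM · Test system – STEP tyrosine phosphatase · Technique – FITC-channel fluorescence of OMFP product · Schedule – 20 min at room temperature, dark · Evaluation – control-normalized % inhibition with plate pattern correction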
E coli Lon inh – inhibits E. coli Lon protease | inhibition, % at 7.94 µM | purified E. coli Lon protease, fluorescence polarization | 360,000 tested, 0.42% active | P0A9M0; in the data active means inhibition above about 13%, passing the limit was not always enough;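 further: 0% = enzyme with probe and DMSO and 100% = no enzyme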
Target sequence (P0A9M0 whole entry, looked up): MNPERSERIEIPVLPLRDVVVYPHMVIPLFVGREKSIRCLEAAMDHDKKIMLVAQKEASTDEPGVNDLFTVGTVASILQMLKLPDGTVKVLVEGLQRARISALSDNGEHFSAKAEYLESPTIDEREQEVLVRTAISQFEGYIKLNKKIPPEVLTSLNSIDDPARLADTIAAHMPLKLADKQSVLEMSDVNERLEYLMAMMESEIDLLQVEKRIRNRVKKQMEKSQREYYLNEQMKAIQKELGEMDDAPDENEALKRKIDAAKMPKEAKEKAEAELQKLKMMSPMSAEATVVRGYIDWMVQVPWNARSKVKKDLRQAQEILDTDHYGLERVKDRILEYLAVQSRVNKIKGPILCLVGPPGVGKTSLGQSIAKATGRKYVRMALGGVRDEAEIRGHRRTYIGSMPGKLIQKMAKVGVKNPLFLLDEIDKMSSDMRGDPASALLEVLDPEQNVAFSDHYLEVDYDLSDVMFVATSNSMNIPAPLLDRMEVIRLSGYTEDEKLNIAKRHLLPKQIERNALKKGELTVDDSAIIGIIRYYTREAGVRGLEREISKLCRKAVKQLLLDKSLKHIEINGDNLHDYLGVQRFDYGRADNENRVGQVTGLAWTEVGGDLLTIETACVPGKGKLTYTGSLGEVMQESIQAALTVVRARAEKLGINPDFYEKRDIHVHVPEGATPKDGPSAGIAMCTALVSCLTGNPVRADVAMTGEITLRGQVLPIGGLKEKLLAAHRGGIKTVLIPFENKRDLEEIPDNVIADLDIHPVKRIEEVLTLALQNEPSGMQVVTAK
MsrA inh – inhibits bovine methionine sulfoxide reductase A. purified bovine MsrA, absorbance read-out. inhibition, % at 15.5 µM. 360,000 tested, 0.75% active. AID 651718; in the data active means inhibition above about 4.5%;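 further: 0% = vehicle wells with enzyme and 100% = reference inhibitor wells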
LMPTP block – LMPTP (human) inhibition | 360,000 tested, 0.22% active | AID 651560 | inhibition, % at 20 µM | recombinant LMPTP-A, OMFP fluorogenic substrate, fluorescence intensity | P24666;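 active means compounds that cut the enzyme signal by at least half of the control window in the single-dose screen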;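 further: plate controls were DMSO wells with enzyme plus substrate for no effect and substrate without enzyme for full effect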
Target sequence (P24666 whole entry, looked up): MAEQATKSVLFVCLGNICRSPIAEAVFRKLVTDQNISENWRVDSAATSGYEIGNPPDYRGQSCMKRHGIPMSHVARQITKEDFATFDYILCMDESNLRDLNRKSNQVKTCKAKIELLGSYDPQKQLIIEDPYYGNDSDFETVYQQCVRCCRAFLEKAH
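Test system – LMPTP-A phosphatase enzyme · Quantity – 0.625 nM LMPTP-A final · Reagent – OMFP substrate, 400 µM final · Dosing – one test concentration per compound, 20 µM, with 3% DMSO overall · Timing – 50 min enzyme reaction at room temperature, protected from light · Detection – fluorescence intensity · Controls – substrate-only low control, DMSO enzyme-plus-substrate high control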
bovine MsrA act – activates bovine MsrA enzyme. purified bovine MsrA, absorbance read-out. activation, % at 10.6 µM. 360,000 tested, 0.3% active; in the data active means activation above about 7.5%;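 further: 0% = vehicle and 100% = reference activator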
NRP1-CendR mod – modulators of CendR peptide binding to human neuropilin-1; O14786; 360,000 tested, 0.85% active; AID 602438; inhibition, % at 25 µM; FAM-RPARPAR peptide binding to NRP-1, fluorescence polarization;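 active means inhibition or corrected inhibition above about 18%, plus a signal ratio from 0.5 to 1.5, limit read from the data, passing the limit was not always enough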; further: strong numbers were not always called active
Active calls of the source: *; nt = not tested or not shown. No enrichment for hits; any-hit rate near 4.3%.

Sample of the layout (12 entries):
SMILES	Scp1 inh	TbMetRS inhib	DNMT1 block	SUMO1-SIM PPI	STEP block	E coli Lon inh	MsrA inh	LMPTP block	bovine MsrA act	NRP1-CendR mod
O=C(c1ccc2c(c1)OCO2)N1CCN=C1SCc1cccnc1	-12	-1.0	2	2	-1	5	-1.7	-1.2	-9	-7
O=C(NN=Cc1ccccc1)c1ccccc1	-7	-0.1	0	-1	-1	4	-0.4	0.0	-3	0
Cc1cccc(N2C(=O)C3C4C=CC(CC4)C3C2=O)c1 (centres undefined)	-1	-0.8	1	-1	0	3	0.1	-2.0	-5	-1
O=S(=O)(NCC1CCCO1)c1cccc2nsnc12 (centres undefined)	-8	0.1	5	-23	-2	4	0.7	-0.1	-1	-3
Cc1cnc(C(=O)OCC(=O)NC(C)c2ccccc2)cn1 (centres undefined)	-6	-0.1	1	-6	-2	0	-0.5	-1.4	-1	-1
C[C@H](CO)N1C[C@H](C)[C@@H](CN(C)Cc2ccc3c(c2)OCCO3)OCc2cnnn2CCCC1=O	nt	-0.7	2	-3	-1	-4	-0.3	-1.4	-4	-2
Cc1c(Cl)cccc1NC(=O)CCC(=O)NNC(=O)c1ccccc1Cl	3	-1.3	0	-4	-2	-9	0.4	-0.1	-11	14
CC(=O)N1CCN(S(=O)(=O)c2cccc(C(=O)Nc3nccs3)c2)CC1	-8	-0.7	-6	4	-1	-5	-0.4	-0.7	-6	10
CCCCCNC(=O)C(c1ccncc1)n1c(=O)c(-c2cc3ccccc3[nH]2)nc2ccccc21 (centres undefined)	nt	0.2	nt	-9	nt	nt	-0.5	4.1	nt	3
Cc1ccc2c(=O)cc(C(F)F)oc2c1	-4	-0.8	1	0	-2	-2	0.9	-3.0	-1	-4
CCOC(=O)c1cc(CC)sc1/N=C/C1C(=O)CC(C)(C)CC1=O	-2	0.1	2	-7	2	-13	0.3	0.2	-4	-7
COc1ccc(Cl)cc1C(=O)NCC(c1ccco1)N(C)C (centres undefined)	-6	-0.1	2	8	-4	-5	-0.9	1.4	0	-5

Results, from the first entry:
SMILES	Scp1 inh	TbMetRS inhib	DNMT1 block	SUMO1-SIM PPI	STEP block	E coli Lon inh	MsrA inh	LMPTP block	bovine MsrA act	NRP1-CendR mod
O=C(c1ccc2c(c1)OCO2)N1CCN=C1SCc1cccnc1	-12	-1.0	2	2	-1	5	-1.7	-1.2	-9	-7
O=C(NN=Cc1ccccc1)c1ccccc1	-7	-0.1	0	-1	-1	4	-0.4	0.0	-3	0
Cc1cccc(N2C(=O)C3C4C=CC(CC4)C3C2=O)c1 (centres undefined)	-1	-0.8	1	-1	0	3	0.1	-2.0	-5	-1
O=S(=O)(NCC1CCCO1)c1cccc2nsnc12 (centres undefined)	-8	0.1	5	-23	-2	4	0.7	-0.1	-1	-3
Cc1cnc(C(=O)OCC(=O)NC(C)c2ccccc2)cn1 (centres undefined)	-6	-0.1	1	-6	-2	0	-0.5	-1.4	-1	-1
C[C@H](CO)N1C[C@H](C)[C@@H](CN(C)Cc2ccc3c(c2)OCCO3)OCc2cnnn2CCCC1=O	nt	-0.7	2	-3	-1	-4	-0.3	-1.4	-4	-2
Cc1c(Cl)cccc1NC(=O)CCC(=O)NNC(=O)c1ccccc1Cl	3	-1.3	0	-4	-2	-9	0.4	-0.1	-11	14
CC(=O)N1CCN(S(=O)(=O)c2cccc(C(=O)Nc3nccs3)c2)CC1	-8	-0.7	-6	4	-1	-5	-0.4	-0.7	-6	10
CCCCCNC(=O)C(c1ccncc1)n1c(=O)c(-c2cc3ccccc3[nH]2)nc2ccccc21 (centres undefined)	nt	0.2	nt	-9	nt	nt	-0.5	4.1	nt	3
Cc1ccc2c(=O)cc(C(F)F)oc2c1	-4	-0.8	1	0	-2	-2	0.9	-3.0	-1	-4
CCOC(=O)c1cc(CC)sc1/N=C/C1C(=O)CC(C)(C)CC1=O	-2	0.1	2	-7	2	-13	0.3	0.2	-4	-7
COc1ccc(Cl)cc1C(=O)NCC(c1ccco1)N(C)C (centres undefined)	-6	-0.1	2	8	-4	-5	-0.9	1.4	0	-5
Cc1ccccc1C1c2[nH]c3ccccc3c2C[C@H]2C(=O)N(C3CCN(Cc4ccccc4)CC3)CC(=O)N12 (some centres undefined)	nt	-0.1	-9	1	0	1	1.1	-0.8	1	-10
Cc1cc(C)nc(N2CCCC(C(=O)NCc3ccccc3F)C2)n1 (centres undefined)	-5	-1.0	1	2	-2	-5	-0.6	1.1	-4	11
CCN(C(=O)CSc1nc2ccccc2c(=O)n1-c1ccccc1F)C1CCS(=O)(=O)C1 (centres undefined)	6	-0.6	1	1	-1	6	-0.4	0.1	-7	4
CCCC(C(=O)NCC1CCCO1)N(Cc1ccco1)C(=O)CNS(=O)(=O)c1ccccc1 (centres undefined)	-9	-0.9	nt	nt	nt	-3	0.2	nt	-1	nt
CN1C(=O)C(c2cn(C)c3ccccc23)(c2cn(C)c3ccccc23)c2cc(Br)ccc21	nt	0.1	nt	-7	nt	nt	-1.0	1.0	nt	-12
COc1cc(CNc2nnnn2C)ccc1OCc1c(F)cccc1Cl	1	-0.5	-1	1	0	-8	0.7	-0.8	-2	3
Cc1ccnc(NC(=O)CCNC(=O)c2ccc(Cl)cc2)c1	-5	0.0	0	1	-1	-6	0.9	-0.6	-1	13
CCSc1cc(C)nc2c(-c3ccccc3)cnn12	-23	-0.4	-2	-3	1	9	-0.9	2.4	-5	-3
O=S(=O)(NN=Cc1cccc(Cl)c1)c1ccccc1	nt	-0.6	0	3	2	-2	-0.6	-1.2	-3	17
CC(=O)Nc1ccc(NC2=CC(=O)CC(C)(C)C2)cc1	1	-1.6	-1	-5	0	-5	2.0	-1.5	-8	0
CCOC(=O)c1ccc(NC(=O)CCn2nnc3ccccc32)cc1	-5	-0.2	4	2	4	-7	1.3	-0.5	-1	-2
CCOC(=O)C1(C)CCCCCN1C(=O)c1ccc(C(F)(F)F)nc1C (centres undefined)	nt	0.6	1	-1	1	-1	-0.6	0.1	-4	7
CC12CN(S(=O)(=O)c3ccccc3)CC(C)(CN(S(=O)(=O)c3ccccc3)C1)C2	0	-1.6	2	4	0	3	-0.2	-1.2	-12	-10
O=C(c1ccco1)N1CCN(S(=O)(=O)c2cccc3nsnc23)CC1	5	-0.8	-2	-31	3	3	1.4	-1.4	-1	4
Cc1ccccc1/C=C/c1cccc[n+]1C	93*	-0.4	-2	-9	-1	-3	2.0	-0.5	1	2
CCN(CC(=O)NC(C)(C)C)Cc1cc(=O)n2c(-c3ccccc3)csc2n1	2	0.2	4	2	0	-13	1.0	2.8	-2	-13
Oc1c(Cl)cc(Cl)cc1/C=N/c1nc(-c2ccc(Cl)cc2)cs1	-4	-0.3	-15	0	0	8	nt	0.7	-2	-14
O=C1CCCC/C1=C/NCc1ccc(F)cc1	2	-0.3	2	3	-4	-1	0.5	-0.8	-4	0
COc1ccc(-n2c(=O)c(CCC(=O)N3CCN(c4cccc(OC)c4)CC3)nc3ccccc32)cc1	nt	-0.2	-2	-17	2	-16	-0.3	0.2	0	-5
COCCCn1c(=S)[nH]c(C)c(C)c1=O	4	-0.2	1	4	-1	-1	-0.4	-1.3	2	0
O=C(Nc1ccccc1-c1ccccc1)c1ccccc1[N+](=O)[O-]	-1	-0.3	2	-9	-3	-1	0.0	-1.9	-10	10
Cc1csc(SCC(=O)Nc2ccc(C)c(S(=O)(=O)N(C)C)c2)n1	nt	-0.1	-3	-2	-3	-15	-0.4	-0.4	1	0
O=C(CCN1C(=O)c2ccccc2C1=O)Nc1ccc(S(=O)(=O)N2CCOCC2)cc1	-6	-0.7	-3	-2	3	-4	nt	-0.8	-2	-9
COc1cc(/C=N/NC(=O)CCc2ccccc2)ccc1O	5	-0.5	0	-3	4	-6	2.1	-1.5	-5	-1
Cc1csc(NC(=O)CSc2nnc(Cn3c(=O)sc4ccccc43)n2-c2ccccc2)n1	7	-0.6	-4	-2	2	-3	0.3	-0.2	-9	-8
CC(NC(=O)c1ccc(OC2CCN(Cc3ccccn3)CC2)cc1)c1nccs1 (centres undefined)	-4	0.1	2	-2	1	-1	-0.8	0.3	1	11
CN(CCc1ccccc1)C(=O)c1cccc(NC(=O)Cc2cccc(NC(=O)C3CCCN(C(=O)c4ccccc4)C3)c2)c1 (centres undefined)	-8	-1.0	-2	6	1	2	-0.4	-0.7	-2	11
Cc1ccc(C)c2c1cc(C)c1nnc(SCC(=O)Nc3cccc(C(=O)O)c3)n12	-5	0.7	3	-1	-3	1	-0.6	-1.3	-2	-1
COCCn1c(=O)[nH]c2cc(C(=O)N3CCN(c4ccc(Cl)cc4)CC3)ccc2c1=O	-5	-0.2	1	4	1	3	-0.6	-0.7	-3	-13
NC(Cc1ccc(F)cc1)c1csc(Nc2nncc3ccccc23)n1 (centres undefined)	nt	-0.3	-36	-73	2	9	0.1	-0.3	-2	-7
COc1ccc2cc(CCNC(=O)c3ccc4c(c3)OCO4)c(=O)[nH]c2c1	7	0.0	-3	8	-2	0	1.4	1.3	-4	0
COc1cc(-n2c(=O)c3ccccc3n(CC(=O)c3ccc(F)cc3)c2=O)cc(OC)c1OC	-1	-0.7	1	5	-3	5	-0.2	14	-4	16
COc1ccc(-c2coc3cc(OC4OC(CO)C(O)C(O)C4O)ccc3c2=O)cc1 (centres undefined)	5	-1.1	2	3	-2	10	-0.9	-0.8	-5	1
CCN(CC)c1ccc(/C=N/NC(=O)c2ccccn2)cc1	-4	-0.4	2	-17	2	0	3.3	0.5	0	4
C=CCN(c1cccc(C(F)(F)F)c1)S(=O)(=O)c1cccc(C(=O)OCC(=O)NC(N)=O)c1	-11	-0.9	1	-3	0	7	-0.5	1.8	-2	4
O=C(CCSCCC(=O)NN=Cc1ccccc1)NN=Cc1ccccc1	1	-0.5	0	-9	0	-5	-0.4	-0.6	-1	-4
O=C(CCc1nc2ccccc2c(=O)[nH]1)NNC(=O)c1ccc(F)cc1	-2	-0.2	3	2	-2	-15	0.2	0.0	-2	15
CC(=O)c1c(C(C)=O)c(C)n(NC(=O)c2ccccc2Cl)c1C	-13	-0.4	1	6	4	-4	-0.4	-1.5	-1	-3
Cc1ccc(C(=O)OCC(=O)N2CCC(C)CC2)cc1S(=O)(=O)N1CCCCC1	-10	-0.3	-3	5	1	-9	-1.5	-0.2	-2	14
O=C(COC(=O)CN1C(=O)NC2(CCCC2)C1=O)NCc1ccc(Cl)cc1Cl	5	-0.1	-4	0	-2	3	0.1	2.4	-13	8
